Compound activity as filed in PubChem BioAssay.
SKN-1 inh: C. elegans SKN-1 inhibition; C. elegans VP596 Pgst-4::GFP/RFP ratio, acrylamide-induced, 24 h; inhibition, % at 21.8 µM; actives 0.49% (n = 360,000); AID 624304;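 active = interference check ratio from 0.5 to 1.5 plus GFP to RFP signal ratio inhibition reaching or exceeding a fixed threshold, cut at about 30% in these data, passing the limit was not always enough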; note: some compounds called inactive have numbers as strong as hits
MT1-MMP act inh: MT1-MMP (human) activation inhibition | P50281 | HT1080 RFP-PRO-GFP cells, GFP/RFP ratio fluorescence, overnight; percent of plate control window, DMSO zero | GFP/RFP ratio change, % at 20 µM | actives 0.061% (n = 360,000) | AID 651647;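 active = GFP/RFP ratio change of at least 30% with cell ATP level not reduced by more than half and red fluorescence within 50% of control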; note: strong numbers were not always called active
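Read-out: GFP/RFP fluorescence ratio; Test system: RFP-PRO-GFP reporter HT1080 cells; Compound dosing: single-point 20 µM compound, 1% DMSO; Times: overnight compound exposure at 37 °C.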
Tb MetRS inh: Trypanosoma brucei MetRS inhibition | purified T. brucei MetRS, ATP depletion, Kinase-Glo luminescence | inhibition, % at 11.9 µM | actives 0.4% (n = 360,000);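 active = inhibition above a per-plate cutoff of the control wells' mean inhibition plus 3 SD, cut at about 5.5% in these data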;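 note: 0% = DMSO wells median and 100% = median of wells with control inhibitor compound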
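Dosing: 11.9 µM compound single dose, 0.9% DMSO; Assay system: purified T. brucei MetRS enzyme; Measured by: Kinase-Glo luciferase luminescence reporting remaining unconsumed ATP; Schedule: 15 min plus 2 h at 25 °C.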
NRP1-CendR mod: alters CendR peptide binding to human NRP-1; O14786; FAM-RPARPAR peptide binding to NRP-1, fluorescence polarization; inhibition, % at 25 µM; actives 0.85% (n = 360,000);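 active = inhibition or corrected inhibition above about 18%, plus a signal ratio from 0.5 to 1.5, limit read from the data, passing the limit was not always enough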; note: strong numbers were not always called active
Target sequence (O14786 whole entry, looked up): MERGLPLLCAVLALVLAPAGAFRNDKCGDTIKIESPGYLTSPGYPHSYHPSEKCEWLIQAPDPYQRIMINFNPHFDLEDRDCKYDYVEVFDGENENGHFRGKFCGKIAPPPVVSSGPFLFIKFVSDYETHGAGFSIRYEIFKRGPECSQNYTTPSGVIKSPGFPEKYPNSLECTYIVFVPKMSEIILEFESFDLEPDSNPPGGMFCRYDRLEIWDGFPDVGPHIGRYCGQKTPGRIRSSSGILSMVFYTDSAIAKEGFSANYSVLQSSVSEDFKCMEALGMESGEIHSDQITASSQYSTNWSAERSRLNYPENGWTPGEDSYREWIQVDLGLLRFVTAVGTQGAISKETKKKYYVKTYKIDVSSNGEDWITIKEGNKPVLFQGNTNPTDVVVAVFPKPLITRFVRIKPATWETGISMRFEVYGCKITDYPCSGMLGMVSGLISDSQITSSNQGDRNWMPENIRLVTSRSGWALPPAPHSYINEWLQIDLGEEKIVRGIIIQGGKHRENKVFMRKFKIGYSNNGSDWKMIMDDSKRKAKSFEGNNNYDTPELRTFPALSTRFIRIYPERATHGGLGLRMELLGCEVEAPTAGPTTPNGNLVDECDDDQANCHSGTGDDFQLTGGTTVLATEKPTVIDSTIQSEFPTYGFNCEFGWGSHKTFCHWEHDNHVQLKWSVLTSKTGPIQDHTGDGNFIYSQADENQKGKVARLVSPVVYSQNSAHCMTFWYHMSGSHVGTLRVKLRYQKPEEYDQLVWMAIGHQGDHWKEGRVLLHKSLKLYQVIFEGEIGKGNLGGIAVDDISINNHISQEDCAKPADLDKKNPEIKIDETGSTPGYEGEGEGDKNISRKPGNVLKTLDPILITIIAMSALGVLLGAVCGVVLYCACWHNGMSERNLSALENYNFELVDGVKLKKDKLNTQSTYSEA
FAS-TE inh: FAS thioesterase (human) inhibition; P49327; recombinant FAS-TE, OMFH fluorogenic substrate, fluorescence endpoint; inhibition, % at 15 µM; actives 0.67% (n = 360,000); AID 602261;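 active = compounds whose normalised, plate-corrected inhibition of enzyme fluorescence in the single-dose primary screen is 50% or more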;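 note: 0% = DMSO with enzyme and 100% = substrate without enzyme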
E coli Lon inh: inhibits E. coli Lon protease; P0A9M0; purified E. coli Lon protease, fluorescence polarization; inhibition, % at 7.94 µM; actives 0.42% (n = 360,000); AID 602123; in the data active = inhibition above about 13%, passing the limit was not always enough;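 note: 0% = enzyme with probe and DMSO and 100% = no enzyme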
MsrA inhibitor: bovine MsrA inhibition; inhibition, % at 15.5 µM; purified bovine MsrA, absorbance read-out; AID 651718; actives 0.75% (n = 360,000); in the data active = inhibition above about 4.5%;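 note: 0% = vehicle wells with enzyme and 100% = reference inhibitor wells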
bovine MsrA act: activates bovine MsrA enzyme. activation, % at 10.6 µM. actives 0.3% (n = 360,000). purified bovine MsrA, absorbance read-out; in the data active = activation above about 7.5%;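 note: 0% = vehicle and 100% = reference activator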
MLLE-PAM2 inh: blocks PAM2 peptide binding to the PABP1 MLLE domain. P11940. GST-MLLE / FITC-PAM2 fluorescence polarization. AID 588489. actives 0.36% (n = 360,000). inhibition, % at 20 µM; in the data active = inhibition above about 35%, passing the limit was not always enough;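 note: plate controls were DMSO wells with GST-MLLE for no effect and wells lacking GST-MLLE protein for full effect; some results filed as inactive read as strong as hits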
Numbers without * were called inactive; . = not tested or not shown. Hits appear at their usual frequency; about 4% have a hit in one of these screens.

Results follow in this order: SKN-1 inh	MT1-MMP act inh	Tb MetRS inh	NRP1-CendR mod	FAS-TE inh	E coli Lon inh	MsrA inhibitor	bovine MsrA act	MLLE-PAM2 inh
CCOc1ccc(NC(=O)CSc2nnnn2-c2ccc(C(N)=O)cc2)cc1
    -7	0	-0.6	12	-7	10	-0.1	-3	8
CC(=O)NCCCOc1ccc([N+](=O)[O-])cc1Cl
    13	10	7.3*	1	2	7	2.1	0	11
O=C1NC[C@H](CCCCN2CCN(CC3CCCCC3)C(=O)C2=O)N(CCc2ccccc2)C1=O
    -8	5	0.1	1	-7	-2	0.4	-1	.
O=C(NC(=S)N1CCCCC1c1cccnc1)c1ccccc1 (stereo not given)
    9	5	-2.3	-12	-10	-4	1.1	-9	-13
CCc1nc2c(OCC=C(C)C)cccn2c1N(C)C(=O)c1ccc(OC)cc1
    20	4	-0.3	3	-6	1	-1.6	-2	2
COc1cccc(/C(C)=N/NC(=O)c2ccc(N(C)C)cc2)c1
    6	5	-0.8	-9	-5	-2	2.5	-1	3
COCCNC(=S)NNC(=O)c1cccs1
    -5	3	-0.8	13	-11	11	-1.1	-5	11
O=C1NCCN(Cc2ccc(-c3ccccc3)cc2)C1CC(=O)N1CCN(CCO)CC1 (stereo not given)
    0	-3	0.5	2	-6	5	0.9	-2	23
Cn1c(=O)c2c(nc(CN3CCN(C(=O)c4ccco4)CC3)n2Cc2ccc(F)cc2)n(C)c1=O
    -6	12	-1.4	28*	2	-6	1.1	-10	-4
COCCNc1ncnc2c1ncn2[C@H]1CN(CCc2ccccc2)C[C@@H](CO)O1
    12	-3	-0.3	-1	-3	-2	-1.4	-2	11
COc1ccc(CNc2nc3c(c(=O)n(Cc4ccc(F)cc4)c(=O)n3C)n2C)cc1
    20	-5	-0.3	15	13	-4	0.5	0	-17
CC(C)NCC(O)COCc1ccc(Cl)cc1 (stereo not given)
    5	4	-0.2	5	-9	4	-1.0	-2	-1
O=C(CSc1nn(-c2ccc(F)cc2)c(=S)s1)NCC1CCCO1 (stereo not given)
    2	-7	-0.5	-6	-8	-5	0.9	-3	-40
Cc1nc(NCCC(C)C)c2nnn(Cc3ccccc3)c2n1
    3	1	7.3*	-2	0	-12	0.6	-2	16
CCCCN(C)C(=O)c1nc2ccccn2c1CNC1CCC1
    -1	-2	-0.5	7	-3	-10	1.8	-6	-7
O=C(O)C1CCN(c2nc(-c3ccccc3)c3cc(Br)ccc3n2)CC1
    19	-13	-0.2	-13	-1	6	1.2	-4	10
COc1ccc(NC(=O)CN2CCC(NC(=O)c3ccco3)CC2)c([N+](=O)[O-])c1
    1	-2	-0.2	9	-6	-2	0.0	-1	-1
COc1ccc(N2CCN(C(=O)CN3C(=O)NC4(CCCc5ccccc54)C3=O)CC2)cc1 (stereo not given)
    -11	8	-0.7	4	-2	-4	0.1	-8	-7
COCCN(C(=O)COc1ccccc1)c1nnc(-c2cccnc2)s1
    -42	-2	-0.7	4	-9	-7	-0.9	-6	9
COc1ccc(CNc2ccc(S(=O)(=O)N3CCN(C)CC3)cn2)cc1OC
    4	-4	-0.3	-1	-2	-12	0.3	-3	-9
COc1ccc(OC)c(NC(=O)Cn2cc(C#N)c3cc(Br)ccc32)c1
    -8	1	-0.3	-1	46	1	-0.4	1	8
CCC1(CC)Cc2ccccc2C(=C(C#N)C#N)N1
    -19	-6	0.0	8	-2	-5	2.8	-2	0
COc1ccc2c(C)cc3nncn3c2c1
    -10	3	-0.4	-5	-6	-7	0.8	-4	13
CC(/C=N\NC(=O)CN1CCN(S(=O)(=O)c2ccc(C)cc2)CC1)=C\c1ccccc1
    2	3	-0.2	-7	13	3	-0.3	-1	-11
CCCCN(C)c1c(C)nc2ccc(C(=O)NCc3ccc4c(c3)OCO4)cn12
    18	1	0.2	-2	9	10	1.6	1	-12
CN(Cc1ccco1)C(=O)CSc1nn2c(=O)c(C(C)(C)C)nnc2s1
    27	1	-0.1	-8	14	-10	0.8	-2	4
Cc1cccc2nc(CSc3ccc(Cl)cc3)cn12
    8	3	-0.9	-4	11	5	-0.8	-2	2
COc1ccc(CN(C)CCCn2ccc(N)nc2=O)cc1OC
    11	6	-1.4	-4	-6	-3	1.4	4	-2
COc1ccc(C(=O)NCC(C)NC(=O)c2ccc(OC)c(Br)c2)cc1Br (stereo not given)
    17	6	-0.2	-2	22	11	1.8	-2	24
CCCN(C(=O)c1ccc(N(C)S(=O)(=O)c2ccc(C)cc2)cc1)C1CCS(=O)(=O)C1 (stereo not given)
    -4	3	-0.4	7	-3	4	0.9	-5	-2
Cc1ccc(Nc2n[nH]c(=S)s2)c(C)c1
    9	-1	-0.2	-4	-4	-8	0.6	10*	29
CCn1nnc2cc(C(=O)NCC(c3ccccc3OC)N(C)C)ccc21 (stereo not given)
    19	0	0.8	-18	-2	-10	-0.6	0	-13
O=C(NNC(=O)c1ccccc1F)c1ccc(NS(=O)(=O)c2ccc(F)cc2)cc1
    19	1	-0.5	-2	-6	-5	0.6	-3	14
CCN(C(=O)c1coc(=O)c2ccccc12)c1cc(OC)ccc1OC
    -27	0	-0.5	-2	-4	2	0.2	-2	18
CN1CCNC(=O)C1CC(=O)NCC1(c2ccccc2)CCCCC1 (stereo not given)
    -8	-1	-0.8	-4	-7	-14	0.3	-10	7
O=C(CNC(=O)c1ccncc1)N/N=C/c1ccc(O)cc1O
    -14	4	3.4	3	-10	2	1.7	-4	7
C/C(=N\NC(=O)CNc1cccc(C)c1)c1ccc(Br)s1
    -7	7	0.2	3	16	7	1.3	-2	-5
CCN(CC)CC(O)Cn1c(-c2cccc(Cl)c2)nc2cc(C)c(C)cc21 (stereo not given)
    -8	3	-0.5	-5	5	2	0.2	-1	-6
O=[N+]([O-])c1cc(Br)ccc1NS(=O)(=O)c1ccccc1
    9	11	-0.2	-1	-5	-4	0.0	-2	0
CN(C(=O)c1cc(COc2ccc(F)c(F)c2)on1)C1CCOC1 (stereo not given)
    2	0	-0.7	16	-2	2	0.6	-3	-2
N#C/C(=C\c1ccc(-c2ccccc2C(=O)O)o1)c1nc2ccccc2[nH]1
    5	-131	-0.4	-175	-7	-184	-0.3	-12	-126
CC(C)(C)c1nnc(NC(=O)C2CCN(C(=O)c3ccco3)CC2)s1
    6	1	0.1	-2	-4	8	-0.6	-2	4
CCN=c1scc(C)n1/N=C/c1cc(Br)c(O)c(OC)c1
    -2	0	0.0	-9	10	-4	3.1	-7	-50
COc1ccc(CCC(=O)OCC(=O)Nc2sccc2C#N)cc1
    14	-1	0.0	-32	-4	-30	0.2	-3	-41
CC(=O)N1C=CN(C(C)=O)C(c2cn(C)c3ccccc23)C1c1cn(C)c2ccccc12 (stereo not given)
    -15	-3	-0.9	-10	4	6	2.5	-4	2
COc1ccc(-c2nc(C3CCCCC3)no2)cc1OC
    2	-2	-0.3	-6	8	-1	0.3	-2	-1
COc1cc(/C=C/c2nc3ccccc3c(=O)[nH]2)cc(OC)c1OC
    7	4	0.1	4	2	-8	1.3	-2	-3
Cc1onc(-c2ccccc2Cl)c1C(=O)OCC(=O)N1CCCCC1
    4	-1	-0.4	3	3	10	0.2	-2	6
Cn1c(C(=O)N2CCCC(C(=O)O)C2)cc2sccc21 (stereo not given)
    -7	4	-0.3	15	-5	-7	-0.3	1	27
CCOc1ccc(/C=C/C(=O)c2ccc(-c3ccccc3)cc2)cc1
    -5	1	-1.6	8	23	-8	-0.6	-14	1
CCOC(=O)N1CCC(Nc2c(-c3ccccc3)c(=O)c2=O)CC1
    7	-2	0.4	-6	-8	-4	2.7	-3	6
COc1ccc(NC(=O)C2CCCN(c3c4c(nc5ncnn35)CCC4)C2)cc1OC (stereo not given)
    4	-2	-0.3	-2	-7	3	1.2	-3	-2
CN(C)c1ccc(N=Nc2ccc(S(N)(=O)=O)cc2)cc1
    27	17	0.7	14	-3	0	1.4	0	-8
CCN(CC)c1ccc(NC(=O)COC(=O)C23CCC(=O)N2c2ccccc2S3)cc1 (stereo not given)
    12	-4	-0.7	3	-5	12	-0.3	0	9
CCCCC(CC)C(=O)Nc1ncc([N+](=O)[O-])s1 (stereo not given)
    0	-18	0.3	-5	8	-3	1.7	-1	14
CCC(C)(C)NC(=O)C1CCCN(S(=O)(=O)c2ccc3c(c2)CC(C)N3C(=O)C2CC2)C1 (stereo not given)
    4	-3	0.3	-1	-2	-4	0.9	-1	-13
NC(=S)NN=C1Cc2cccc3cccc1c23
    8	6	-0.2	4	-5	3	1.3	1	-16
O=C(NC1CC1)C1CCN(S(=O)(=O)c2ccc(Cl)c([N+](=O)[O-])c2)CC1
    -5	-5	-0.1	9	-6	-1	0.3	-3	-32
Cc1ccc(NC(=O)Nc2ccccc2CC[N+](=O)[O-])cc1
    7	0	5.0	12	2	3	-0.5	-4	-10

A different layout for part of the listing above.
| compound | SKN-1 inh | MT1-MMP act inh | Tb MetRS inh | NRP1-CendR mod | FAS-TE inh | E coli Lon inh | MsrA inhibitor | bovine MsrA act | MLLE-PAM2 inh |
| --- | --- | --- | --- | --- | --- | --- | --- | --- | --- |
| CCOc1ccc(NC(=O)CSc2nnnn2-c2ccc(C(N)=O)cc2)cc1 | -7 | 0 | -0.6 | 12 | -7 | 10 | -0.1 | -3 | 8 |
| CC(=O)NCCCOc1ccc([N+](=O)[O-])cc1Cl | 13 | 10 | 7.3* | 1 | 2 | 7 | 2.1 | 0 | 11 |
| O=C1NC[C@H](CCCCN2CCN(CC3CCCCC3)C(=O)C2=O)N(CCc2ccccc2)C1=O | -8 | 5 | 0.1 | 1 | -7 | -2 | 0.4 | -1 | . |
| O=C(NC(=S)N1CCCCC1c1cccnc1)c1ccccc1 (stereo not given) | 9 | 5 | -2.3 | -12 | -10 | -4 | 1.1 | -9 | -13 |
| CCc1nc2c(OCC=C(C)C)cccn2c1N(C)C(=O)c1ccc(OC)cc1 | 20 | 4 | -0.3 | 3 | -6 | 1 | -1.6 | -2 | 2 |
| COc1cccc(/C(C)=N/NC(=O)c2ccc(N(C)C)cc2)c1 | 6 | 5 | -0.8 | -9 | -5 | -2 | 2.5 | -1 | 3 |
| COCCNC(=S)NNC(=O)c1cccs1 | -5 | 3 | -0.8 | 13 | -11 | 11 | -1.1 | -5 | 11 |
| O=C1NCCN(Cc2ccc(-c3ccccc3)cc2)C1CC(=O)N1CCN(CCO)CC1 (stereo not given) | 0 | -3 | 0.5 | 2 | -6 | 5 | 0.9 | -2 | 23 |
| Cn1c(=O)c2c(nc(CN3CCN(C(=O)c4ccco4)CC3)n2Cc2ccc(F)cc2)n(C)c1=O | -6 | 12 | -1.4 | 28* | 2 | -6 | 1.1 | -10 | -4 |
| COCCNc1ncnc2c1ncn2[C@H]1CN(CCc2ccccc2)C[C@@H](CO)O1 | 12 | -3 | -0.3 | -1 | -3 | -2 | -1.4 | -2 | 11 |
| COc1ccc(CNc2nc3c(c(=O)n(Cc4ccc(F)cc4)c(=O)n3C)n2C)cc1 | 20 | -5 | -0.3 | 15 | 13 | -4 | 0.5 | 0 | -17 |
| CC(C)NCC(O)COCc1ccc(Cl)cc1 (stereo not given) | 5 | 4 | -0.2 | 5 | -9 | 4 | -1.0 | -2 | -1 |
